# Source: PubChem BioAssay
# Pf apPOL inh = Pf-apPOL DNA polymerase inhibition; Recombinant Pf-apPOL, molecular beacon fluorescence, 1.5 h; inhibition, % at 10 µM; actives 0.25% (n = 210,000)
# mHTT CaM bind = inhibitors of human mutant huntingtin-calmodulin interaction; AlphaScreen His-mHTT/GST-CaM binding, luminescence; inhibition, % at 15 µM; actives 3.6% (n = 190,000); AID 1671202;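 also: 0% = both proteins with DMSO and 100% = one protein alone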
# Active calls of the source: *; i = inactive; . = not tested or not shown; & = joins results of further samples. Rule as the data show it: active = inhibition above about 50%; inactive = the rest. Rows are unselected (roughly 3.5% active in at least one column).
SMILES,Pf apPOL inh,mHTT CaM bind
O=C(C1CCCC1)N1CCCC2(CC(c3ccccc3)=CO2)C1 (centres undefined),-5.0,-2.7
c1cc2c(cc1-c1csc(-c3ccc(C4SCCS4)cc3)n1)OCCCO2,-3.2&1.9,.
COc1ccc(-c2ncccc2CNC(=O)c2cccc(OC)c2)cc1,-8.0,6.6
COc1cc(C=C2SC(=S)N(C(CCSC)C(=O)O)C2=O)ccc1O (centres undefined),-44.0,34.7
COc1cccc(OC)c1C(=O)O/N=C(\N)c1ccncc1,-0.9,i
CCOc1ccccc1OCCCOc1ccc([N+](=O)[O-])cc1,-11.4,-7.7
COCCn1c(=N)c(C(=O)NC(C)c2ccccc2)cc2c(=O)n3cccc(C)c3nc21 (centres undefined),-5.5,-1.0
CC(=O)N1CCc2cc(N3CC(C(=O)Nc4ccc(C)c(C)c4)CC3=O)ccc21 (centres undefined),1.9,0.4
Cc1cccc(CNC(=O)c2nn(C)c3c2CN(C(=O)COc2cccc(C)c2)CC3)c1,-5.4,75.6*
CC(CC(=O)Nc1cccc(Cl)c1Cl)c1ccccc1 (centres undefined),-12.7,-43.0
CCCCCCn1c(SCC(O)CO)nc2c1c(=O)[nH]c(=O)n2C (centres undefined),3.3,5.0
Cc1cccnc1NC(=O)c1cc2ccccc2oc1=O,-2.5,3.0
COc1cc(NC(=O)CSc2nc3ccc(OC)cc3[nH]2)cc(OC)c1,-0.6,5.0
Cc1cccnc1NC(=O)c1sc2cccc(Cl)c2c1Cl,-14.2,-1.6
Cc1ccccc1N=C1C(=O)N(CN2CCC(C)CC2)c2ccccc21,6.6,24.0
O=c1cc(Nc2ccc(OC(F)(F)F)cc2)c2ccccc2o1,-3.2,.
Cc1ccc(-c2noc(CN3C(=O)COc4ccccc43)n2)cc1,2.1,-20.0
CCOC(=O)N1CCc2c(sc3[nH]c(=S)n(Cc4ccccc4)c(=O)c23)C1,-2.4,.
CC(C)CCNC(=O)C1(C)CCC(=O)N1Cc1ccc(F)cc1 (centres undefined),-3.7,0.9
O=C(COc1ccc(F)cc1)N1CCC(COc2ccc(C(=O)N3CCCC3)cc2)CC1,-6.1,29.1
COc1cccc(OCCSc2nc(C)cc(=O)[nH]2)c1,0.0,-1.0
c1csc(-c2noc(CN3CCOCC3)n2)c1,-0.6,.
O=C(N1CCCC1)C12CC3CC(CC(C3)C1)C2,-0.7&-11.6,-4.6&-7.8
Cc1nn(C)c2c(N3CCC(C(=O)NCc4ccc(F)cc4Cl)CC3)nccc12,-7.2,-2.7
O=C(O)CCCCCn1c(SCC(=O)c2ccc(O)c(O)c2)nc2ccsc2c1=O,-4.5,14.0
# Remaining list, next part.
SMILES,Pf apPOL inh,mHTT CaM bind
N#Cc1c(F)cccc1I,1.1,.
O=C(CN1C(=O)C(=Cc2ccccc2)SC1=S)NC12CC3CC(CC(C3)C1)C2,-3.1,1.2
S=C(NCC1COc2ccccc2O1)NC1CCCCC1 (centres undefined),.,-10.8
O=c1[nH]c(N2CCN(C3CCCCC3)CC2)nc2c(-c3ccc(F)cc3)csc12,-0.9,11.2
CN1CCN(C(=O)C2CCN(c3cncnc3N3CCN(C)CC3)CC2)CC1,-3.1,6.0
CC(Oc1ccccc1)C(=O)NCC1Cc2cc(F)ccc2O1 (centres undefined),-1.9,-13.7
O=S(=O)(c1ccc(F)cc1)N1CCN(c2cccc(Cl)c2)CC1,-2.0,-0.6
CN(CC(=O)N1N=C(c2cccs2)CC1c1ccccc1)C(=O)C1CCCC1 (centres undefined),-1.3,20.8
CCCN1C(=O)CCc2cc(NC(=O)c3ccn(CC)n3)ccc21,-14.0,5.0
COc1ccc(C2C(C(=O)Nc3cccc(C)n3)c3ccccc3C(=O)N2C2CCCCC2)cc1 (centres undefined),-3.0,2.0
COc1ccc(-c2noc(CSc3nc4ccsc4c(=O)[nH]3)n2)c(OC)c1,-5.3,-3.8
COc1ccc(CNC(=O)c2cnn3c(C)c(Cc4c(F)cccc4Cl)c(C)nc23)cc1,-8.1,-11.0
COc1c(C(=O)Nc2ccc(N3CCOCC3)cc2)sc2ccc(Cl)cc12,1.1,-0.3
COc1ccc(-n2cc(-c3ccccc3)c3c(NCCO)ncnc32)cc1,-0.7,47.0
Cc1ccc(-n2c(-c3ccc(F)cc3)cn3c4c(=O)n(C)c(=O)n(C)c4nc23)cc1,-1.5,0.0
CCOc1ccc(/C=C2\N=C(c3cc(OC)c(OC)c(OC)c3)OC2=O)cc1,3.6,5.0
C=CCNC(=O)C1COC2(CCC(C)CC2)N1C(=O)c1cccc(OC)c1 (centres undefined),-0.7,0.6
O=C(NCc1nc2ccccc2n1CCCCOc1ccccc1Cl)c1ccco1,-1.9,75.4*
Cc1ccc(NC(=O)CCCN2C(=O)c3ccccc3C2=O)cc1,5.2,-2.0
Cc1cc(C)n(CNc2nc(C(F)(F)F)cs2)n1,-0.8,-2.0
COc1ccc(-c2noc(-c3ccc(Cl)cc3)n2)cc1OC,1.6,-11.7
O=[N+]([O-])c1cccc(CN2CCN(Cc3c[nH]c4ccccc34)CC2)c1,-0.4,23.9
COc1cccc(C(=O)CC2(O)C(=O)N(C)c3ccccc32)c1 (centres undefined),-11.8,24.4
COc1cccc(C(=O)N(CC#N)CC#N)c1,-1.4,4.4
COc1cccc(CNC(=O)NCCC2CCN(S(=O)(=O)c3ccccc3)CC2)c1,-2.8,31.4
# Further compounds:
SMILES,Pf apPOL inh,mHTT CaM bind
COc1ccc(NC(=O)Nc2cccc3cccnc23)cc1,3.2,11.4
C=CC1(C)CN(Cc2ccco2)S(=O)(=O)c2c(F)cccc2O1 (centres undefined),-1.7,18.0
Cc1ccc(C(=O)Nc2cnc(N3CCOCC3)nc2)cc1C,-4.3,-2.6
CSc1ccc(C=NNc2ccc(Cl)cc2Cl)s1,-2.0,.
CC(=O)Nc1nonc1-c1nc2ccccc2n1Cc1ccc(Br)cc1,-0.8,-2.0
O=C(c1cccc(OCC2CCCN(C(=O)c3ccccc3)C2)c1)N1CCCCC1 (centres undefined),-5.1,-11.0
COc1ccc(C2C=C(c3ccccc3)Nc3nnnn32)cc1 (centres undefined),0.3,-4.0
O=C(NCc1ccccc1)c1ccccc1[N+](=O)[O-],-6.7,-3.1
COc1ccc(/C=C2\N=C(c3ccc(OC)c([N+](=O)[O-])c3)OC2=O)cc1,5.4,5.0
COc1cccc(C(=O)N2CCC3(CC2)NC(=O)N(Cc2ccccc2Cl)C3=O)c1,-2.4,6.9
O=c1[nH]c2c(s1)C(c1ccc(Cl)cc1)C1C3CCC(C3)C1S2 (centres undefined),-6.9&-1.5,8.9&7.0
COc1ccc(NCCC#N)cc1,-7.5,.
O=c1c(-c2ccc(Br)cc2)coc2cc(O)ccc12,-7.0,3.1
Cc1cc(NS(=O)(=O)c2ccc(NC(=O)c3cc4ccccc4o3)cc2)nc(C)n1,0.5,12.9
Cc1cccc(-n2cc(C3CCN(C(=O)c4ccccc4F)CC3)cn2)c1,-2.4,15.1
CC1=C(C(=O)Nc2ccccc2)C(c2cccnc2)n2nnnc2N1 (centres undefined),-1.3,-4.0
Cc1ccc(N2CC(c3nnc(NC(=O)C(C)C)o3)CC2=O)cc1 (centres undefined),-1.7,12.4
CC(=O)N(CN1C(=O)c2ccc(Br)cc2C1=O)c1ccc(Br)cc1,0.1,11.0
CN1CCC2(CC1)N=C(c1ccc(Br)cc1)CC(c1cc(Cl)ccc1O)N2 (centres undefined),-8.8,99.7*
Cc1noc(C2CN(C(=O)Nc3cc(F)cc(F)c3)CC23CCOCC3)n1 (centres undefined),-2.8,-0.3
CC(=O)N1CCN(c2nc3c(s2)CC(C(=O)Nc2ccc(Cl)c(C)c2)CC3)CC1 (centres undefined),1.0,44.9
CCOc1ccc(NC(=O)c2ccncc2)cc1,2.8,-3.3
CC(=O)Nc1ccc(-c2noc(C3CCN(C(=O)c4ccc(C#N)cc4)CC3)n2)cc1,-4.0,-7.5
CCOc1ccc(/C=C2\NC(=O)N(Cc3ccccc3F)C2=O)cc1OC,-1.8,-4.0
Cc1noc(C2CN(C(=O)NC(C)C)CCC2NC(=O)c2cccnc2)n1 (centres undefined),-10.6,-1.9

# One compound at a time (already shown):
# `Cc1cc(NS(=O)(=O)c2ccc(NC(=O)c3cc4ccccc4o3)cc2)nc(C)n1` in the list: Pf apPOL inh = 0.5; mHTT CaM bind = 12.9
# `Cc1nn(C)c2c(N3CCC(C(=O)NCc4ccc(F)cc4Cl)CC3)nccc12` in the list: Pf apPOL inh = -7.2; mHTT CaM bind = -2.7

# Next entries:
SMILES,Pf apPOL inh,mHTT CaM bind
CC(=O)n1cc(Nc2ccccc2C(=O)O)c2ccccc21,-2.5,-2.0
CCc1nc(C)ccc1O,3.0,-7.4
Cc1oc(C2CCN(C(=O)c3cccnc3)CC2)nc1C(=O)N1CCCCC1,0.5,6.8
Cc1[nH]c(=O)c(C#N)cc1-c1ccncc1,-3.4,.
CCCn1ncc(N2CCC(C(=O)NCc3ccc(F)cc3F)CC2)cc1=O,-9.6,2.2
CC(C)NC(=O)C1CCCN1C(=O)c1cc(-c2cccc(Cl)c2)on1 (centres undefined),-1.8,0.3
CCOc1ccc(NC(=O)c2cccc(Br)c2)cc1,-4.4,-4.2
O=C(O)C1CSC(c2cccc(Cl)c2Cl)N1 (centres undefined),-5.0,-2.0
O=C(CC12CC3CC(CC(C3)C1)C2)N1CCCC1,3.8,-3.1
CCOc1cccc2cc(-c3cn4cc(Cl)cc(Cl)c4n3)c(=O)oc12,3.0,14.0
COc1cccc(NC(=O)c2cc(NC(=O)c3ccccc3)cc(NC(=O)c3ccccc3)c2)c1,-10.9,5.9
Cc1cccc(NC(=O)N2CCCC(CCC(=O)NCc3ccc(N(C)C)cc3)C2)c1 (centres undefined),-2.1,22.6
COc1ccccc1-c1noc(C2CCCN2C(=O)c2ccc(C)s2)n1 (centres undefined),-3.0,4.4
C=CCOc1ccc2c(=O)c(Oc3cccc(C)c3)c(C(F)(F)F)oc2c1,8.6,-38.0
O=C(CCS(=O)(=O)c1cccc2nsnc12)Nc1ccc(F)cc1Cl,-2.6,2.0
CCN(CCCNS(=O)(=O)c1ccc(Cl)s1)c1cccc(C)c1,-2.9,65.0*
O=C(O)C1C2C=CC(O2)C1C(=O)Nc1ccccc1F (centres undefined),2.4,5.8
O=C(NCCc1ccccc1)NCCc1ccsc1,-33.6,-16.9
CCCCc1nc(SCC(=O)NCc2ccccc2)n[nH]1,-3.5,-4.7
Cc1ccc(NC(=O)Cn2cc(C=O)c3ccccc32)c(C)c1,-1.1,5.8
COc1ccccc1/C=C1\N=C(c2ccc(C)cc2)OC1=O,3.6,5.0
COc1ccccc1C(=O)N1CCC2(CC1)NC(=O)N(Cc1cc(C)ccc1C)C2=O,-3.2,4.0
CNC1C(OC2C(OC3C(O)C(O)C(N=C(N)N)C(O)C3N=C(N)N)OC(C)C2(O)CO)OC(CO)C(O)C1O (centres undefined),3.4,.
O=C(NCCN1CCN(c2ccccc2F)CC1)C1CC1,5.9,-9.3
CCN1c2cc(Cl)ccc2C(=O)NC12CCN(C(=O)Nc1ccc3c(c1)OCO3)CC2,-3.3,33.3

# A draw from above in order of molar mass, low to high.
SMILES,Pf apPOL inh,mHTT CaM bind
O=C(NCCN1CCN(c2ccccc2F)CC1)C1CC1,5.9,-9.3
CC(C)NC(=O)C1CCCN1C(=O)c1cc(-c2cccc(Cl)c2)on1 (centres undefined),-1.8,0.3
COc1cccc(NC(=O)c2cc(NC(=O)c3ccccc3)cc(NC(=O)c3ccccc3)c2)c1,-10.9,5.9

# Of the compounds above, 5 have a COOH group.
SMILES,Pf apPOL inh,mHTT CaM bind
COc1cc(C=C2SC(=S)N(C(CCSC)C(=O)O)C2=O)ccc1O (centres undefined),-44.0,34.7
O=C(O)CCCCCn1c(SCC(=O)c2ccc(O)c(O)c2)nc2ccsc2c1=O,-4.5,14.0
CC(=O)n1cc(Nc2ccccc2C(=O)O)c2ccccc21,-2.5,-2.0
O=C(O)C1CSC(c2cccc(Cl)c2Cl)N1 (centres undefined),-5.0,-2.0
O=C(O)C1C2C=CC(O2)C1C(=O)Nc1ccccc1F (centres undefined),2.4,5.8

# Additional entries:
SMILES,Pf apPOL inh,mHTT CaM bind
CCOc1ccc(C(=O)NCc2cccnc2-c2ccccc2)cc1,-12.2,11.0
CC(C)n1cnc2c1c(=O)n(CCc1ccccc1)c(=O)n2-c1ccc(F)cc1,-4.0,-1.6
CC(C)C(Br)C1=NS(=O)(=O)c2ccccc2N1 (centres undefined),0.8,-3.0
CN1CCN(CCOCCOc2cccc(Br)c2)CC1,-1.1,7.4
CCOCCSC1=C(C#N)C(c2ccccc2Cl)C(C(C)=O)=C(C)N1 (centres undefined),-5.9,-23.2
Cc1cc(-c2nnc(NC(=O)Cn3cnc4c3c(=O)n(C)c(=O)n4C)o2)n(C)n1,-3.7,2.8
CC(C)NC(=O)CC1CCN(S(=O)(=O)c2ccc(Cl)s2)CC1,3.7,-2.0
C=CCn1nnc(NCc2ccc(-c3ccc(Br)cc3Br)o2)n1,-1.6,-26.6
CCCc1ccc(Oc2c(C(F)(F)F)oc3c(C)c(OC(C)=O)ccc3c2=O)cc1,-0.2,1.0
CC1(C)OC(=O)C(=C2SCCCS2)C(=O)O1,-2.0,.
CCOCCCNC(=O)N1CCC2(CC1)Nc1cc(F)ccc1-n1cccc12,-0.4,64.6*
Cc1ccc(NC(=O)N2CCCC(CCC(=O)NC3CC3)C2)cc1 (centres undefined),-8.0,-10.4
O=C1CC(N2CCN(C/C=C/c3ccccc3)CC2)C(=O)N1c1ccc(Cl)cc1 (centres undefined),0.8,21.1
O=C(Nc1ccc(Oc2ccc(NC(=O)c3cnccn3)cc2)cc1)c1cnccn1,0.8,10.0
O=C(O)c1cn(Cc2cccc(F)c2)c(=O)c2ccccc12,-4.9,-8.7
Cc1cc(Nc2ccc(I)cc2)n2ncnc2n1,-9.2,8.0
CCN1N=C(C(=O)N2CCC(C)CC2)S(=O)(=O)c2ccc(Cl)cc21,-1.0,-5.3
CCc1noc(-c2cccnc2N2CCCN(C(=O)c3cccc(C)c3)CC2)n1,7.7,0.5
